# Compound activity deposited in PubChem BioAssay by Johns Hopkins Ion Channel Center.
# KCNK3 inh = human KCNK3 channel inhibitors, primary screen, CHO cells, FluxOR thallium flux, B-score; B-score at 10 µM; actives 0.84% (n = 340,000); FluxOR fluorescence; stronger effect = lower value; Potassium channel subfamily K member 3 (Homo sapiens), O14649;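 active = B-score under library mean minus 4 SD, starting fluorescence ratio at most library mean plus 5 SD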;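 note: more negative B-score means stronger inhibition of thallium flux through KCNK3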
# TMEM16A act = TMEM16A chloride channel activators or potentiators, primary screen, cell-based, HTS | Anoctamin-1 (Mus musculus), Q8BHY3 | HEK293 TMEM16A/YFP-H148Q/I152L, iodide quench fluorescence; stronger effect = lower value | B-score at 10 µM | actives 0.3% (n = 340,000);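 active = fluorescence-ratio B-score plate-corrected deviation score at least 3 library SD below zero, with starting fluorescence score within 5 deviations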;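 note: channel opened by trigger with iodide after compound preincubation; score built on the fluorescence ratio of max minus min over baseline; more negative score means more quench and so TMEM16A activation or potentiation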
# Target sequence (Q8BHY3 whole entry, looked up): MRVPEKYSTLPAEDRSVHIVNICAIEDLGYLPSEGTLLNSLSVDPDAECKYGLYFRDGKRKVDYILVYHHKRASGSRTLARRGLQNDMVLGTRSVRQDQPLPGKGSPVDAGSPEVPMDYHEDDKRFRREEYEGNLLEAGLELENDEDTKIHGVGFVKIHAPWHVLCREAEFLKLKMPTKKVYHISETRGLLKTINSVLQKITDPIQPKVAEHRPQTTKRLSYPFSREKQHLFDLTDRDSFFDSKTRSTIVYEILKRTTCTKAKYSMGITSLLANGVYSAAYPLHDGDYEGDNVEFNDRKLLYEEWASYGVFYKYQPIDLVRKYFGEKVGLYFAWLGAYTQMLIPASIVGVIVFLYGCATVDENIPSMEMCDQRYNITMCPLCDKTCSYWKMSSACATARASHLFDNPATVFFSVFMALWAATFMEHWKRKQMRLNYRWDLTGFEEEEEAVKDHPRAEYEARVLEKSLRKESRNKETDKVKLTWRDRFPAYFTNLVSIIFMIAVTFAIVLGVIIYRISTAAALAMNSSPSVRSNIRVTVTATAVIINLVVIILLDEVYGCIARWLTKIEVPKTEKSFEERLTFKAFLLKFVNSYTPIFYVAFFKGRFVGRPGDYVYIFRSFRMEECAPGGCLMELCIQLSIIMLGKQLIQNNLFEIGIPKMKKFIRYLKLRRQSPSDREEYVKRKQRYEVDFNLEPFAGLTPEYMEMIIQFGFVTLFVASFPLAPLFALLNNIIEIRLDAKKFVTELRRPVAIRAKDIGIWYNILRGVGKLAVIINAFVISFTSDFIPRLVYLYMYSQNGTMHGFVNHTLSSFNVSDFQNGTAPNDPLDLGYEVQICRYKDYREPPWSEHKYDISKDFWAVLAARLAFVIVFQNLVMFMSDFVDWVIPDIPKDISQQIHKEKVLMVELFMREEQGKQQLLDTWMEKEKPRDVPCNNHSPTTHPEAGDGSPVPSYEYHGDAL
# * hit, by the source's call; i = inactive. Not all compounds are listed; the hit share may differ from the screen's.
# Order of results: KCNK3 inh | TMEM16A act
- O=C1C=C(c2ccc(CO)cc2)C[C@@H](c2ccc3c(c2)OCO3)C1
 : i | i
- CCN1C(=O)CCN(C2CCCC2)c2nc(Nc3ccc(C(=O)NC4CCN(C)CC4)cc3OC)ncc21
 : i | i
- O=C(COC(=O)/C=C/c1ccc(OC(F)F)cc1)Nc1ccc2[nH]c(=O)[nH]c2c1
 : i | i
- COc1ccc(C(=O)OCC(=O)NCCc2ccc(F)cc2)cc1S(=O)(=O)N1CCOCC1
 : i | i
- COc1ccc([C@H](NC(=O)OC(C)(C)C)C(=O)OC(C)(C)C)cc1
 : i | i
- Cc1ccc(S(=O)(=O)N2CCN(C(=O)Cc3ccccc3)CC2)cc1C
 : i | i
- CCCCOc1ccc(C(=O)NCC(=O)N2CC(C)CC(C)C2)cc1 (configuration not stated)
 : i | i
- Cn1c(SCc2ccc(F)cc2Cl)nc2ccccc2c1=O
 : -8.86* | i
- O=C(COC(=O)c1cccnc1Cl)NC1CCCCCC1
 : i | i
- O=C(c1cnn(Cc2ccccc2)c1)N1CCN(S(=O)(=O)/C=C/c2ccccc2)CC1
 : i | i
- COc1ccc(S(=O)(=O)N2CCC(C(=O)NC(c3nc4ccccc4[nH]3)C(C)C)CC2)cc1 (configuration not stated)
 : i | i
- Nc1cc(C(=O)OCC(=O)NNC(=O)c2ccccc2F)ccc1Cl
 : i | i
- Nc1nc(Sc2ccc([N+](=O)[O-])c3nonc23)c2[nH]cnc2n1
 : i | -6.05*
- Cc1ccc(C(=O)Nc2cccc(C(F)(F)F)c2)cc1NC(=O)c1c[nH]c2cc(C(F)(F)F)ccc2c1=O
 : i | i
- Cc1ccc2c(c1)C1CN(C)CCC1N2S(=O)(=O)c1ccc(C(C)C)cc1 (configuration not stated)
 : i | i
- Cc1cc(C(=O)COC(=O)/C=C/c2cccc(Br)c2)c(C)n1C
 : i | i
- CC(Nc1ccc(S(=O)(=O)N2CCN(C)CC2)cc1[N+](=O)[O-])c1ccccc1 (configuration not stated)
 : i | i
- CCNC(=O)c1ccc(NC(=O)CC2SC(N3CCCCC3)=NC2=O)cc1 (configuration not stated)
 : i | i
- COc1ccc(S(=O)(=O)N2CCOCC2)cc1NC(=O)COC(=O)C1CCC1
 : i | i
- CC(=O)N(c1ccccc1C)c1ccccc1C
 : i | i

# Fetched by structure from above, 6 records:
# Order of results: KCNK3 inh | TMEM16A act
- Nc1cc(C(=O)OCC(=O)NNC(=O)c2ccccc2F)ccc1Cl
 : i | i
- CCN1C(=O)CCN(C2CCCC2)c2nc(Nc3ccc(C(=O)NC4CCN(C)CC4)cc3OC)ncc21
 : i | i
- COc1ccc(S(=O)(=O)N2CCC(C(=O)NC(c3nc4ccccc4[nH]3)C(C)C)CC2)cc1 (configuration not stated)
 : i | i
- COc1ccc([C@H](NC(=O)OC(C)(C)C)C(=O)OC(C)(C)C)cc1
 : i | i
- Cc1cc(C(=O)COC(=O)/C=C/c2cccc(Br)c2)c(C)n1C
 : i | i
- Cc1ccc(C(=O)Nc2cccc(C(F)(F)F)c2)cc1NC(=O)c1c[nH]c2cc(C(F)(F)F)ccc2c1=O
 : i | i

# Later entries.
# Order of results: KCNK3 inh | TMEM16A act
- CCOC(=O)N1CCN(CC(=O)Nc2ccccc2C(=O)Nc2ccccc2)CC1
 : i | i
- O=C(COC(=O)c1ccc2ncsc2c1)Nc1ccc(OC(F)(F)F)cc1
 : i | i
- COC(=O)Cc1coc2cc(OC)ccc12
 : i | i
- C[C@H]1CN([C@@H](C)CO)C(=O)c2cccc(NC(=O)c3ccncc3)c2O[C@H]1CN(C)C(=O)Nc1ccccc1
 : i | i
- C[C@@]12C(=O)Nc3ccc(F)cc3C(=O)N1[C@H]1c3ccccc3OC[C@@H]1[C@@H]2c1ccccc1
 : i | i
- O=C1CCCC(=NNC(=O)c2cc3ccccc3cc2O)C1
 : i | i
- CC(C)c1cccc(C(C)C)c1NC(=O)CN1C(=O)NC2(CCCCCCC2)C1=O
 : i | i
- COc1ccc(-c2nn(-c3ccccc3)cc2C(=O)N(C)CC(=O)Nc2cccc(F)c2)cc1
 : i | i
- O=C(Nc1ccc2c(c1)OCCO2)c1ccc(Br)c(S(=O)(=O)N2CCOCC2)c1
 : i | i
- O=C(Nc1cccc(Br)c1)C1CC(=O)N(C2CCCC2)C1 (configuration not stated)
 : i | i
- O=C(COc1ccc2c(-c3ccccc3)cc(=O)oc2c1)NC1CCS(=O)(=O)C1 (configuration not stated)
 : i | i
- O=C1c2ccccc2C(=O)N1CCC(=O)N1CCc2ccccc21
 : i | i
- Nc1nc2c(ncn2-c2ccccc2)c(=O)[nH]1
 : i | i
- CCN(C(=O)COC(=O)CCOc1cccc(C)c1)c1c(N)n(Cc2ccccc2)c(=O)[nH]c1=O
 : i | i
- O=C(N[C@H]1C/C=C\C[C@H](CC(=O)N(CCO)Cc2ccccc2)C(=O)N[C@H](Cc2c[nH]c3ccccc23)COC1=O)OCC1c2ccccc2-c2ccccc21
 : i | i
- COc1cccc(CC(=O)Nc2ccc(S(=O)(=O)Nc3nccs3)cc2)c1
 : i | i
- O=C(NCCOc1ccccc1)C1=CC=CN2CCS(=O)(=O)N=C12
 : i | i
- CN(CCc1ccccc1)C(=O)c1ccc(NC(=O)Cc2ccc([N+](=O)[O-])cc2)cc1
 : i | i
- CCC1(C)COC(c2ccc3c(c2)OCO3)OC1 (configuration not stated)
 : i | i
- Cc1cccc(C(=O)O[C@H]2[C@H](C)NS(=O)(=O)[C@H]3CC4C=C[C@]23O4)c1
 : i | i

# Following part:
# Order of results: KCNK3 inh | TMEM16A act
- O=C(O)c1ccccc1NS(=O)(=O)c1ccc(NN=Cc2ccc(F)cc2)c([N+](=O)[O-])c1
 : i | i
- COc1cc(N(Cc2ccccc2)Cc2ccccc2)c2ncn(C(C)C)c2c1
 : i | i
- O=C(Cn1nnc(-c2ccccc2)n1)NCC(=O)Nc1ccc(F)c(F)c1F
 : i | i
- O=C(NCC(c1ccco1)N1CCCC1)c1cn(-c2ccccc2)nc1-c1ccc(F)cc1 (configuration not stated)
 : i | i
- Nc1ccc(N2CCCC2)c(S(=O)(=O)Nc2cccc(C(F)(F)F)c2)c1
 : i | i
- CCCc1cc2c(cc1N(C)S(=O)(=O)c1ccccc1)OCO2
 : i | i
- CC(Sc1nnc(C2CC2)n1C1CC1)C(=O)Nc1cccc(S(=O)(=O)N2CCOCC2)c1 (configuration not stated)
 : i | i
- Cc1ccc(NC(=O)COC(=O)c2cc(=O)c3ccccc3o2)cc1F
 : i | i
- O=C(COC(=O)CNS(=O)(=O)c1cccc(F)c1)NCCc1ccccc1
 : i | i
- NC(=O)c1ccsc1NC(=O)COC(=O)c1ccc([N+](=O)[O-])o1
 : i | i
- CSc1ccccc1NC(=O)CN(C)CC(=O)Nc1ccc(S(=O)(=O)N2CCCC2)cc1
 : i | i
- CC(=O)Nc1ccc(C(=O)COC(=O)C2CCCCC2)c(F)c1
 : i | i
- O=C(NCC1CCCO1)c1ccccc1NS(=O)(=O)c1ccc(F)cc1 (configuration not stated)
 : i | i
- O=C(COC(=O)CNC(=O)c1cccc(OC(F)F)c1)NNC(=O)c1ccccc1
 : i | i
- N#CCCN(C(=O)CSc1ncccn1)c1ccc2c(c1)OCCO2
 : i | i
- N#CCCN(C(=O)COC(=O)c1ccc2c(c1)OCO2)c1ccccc1
 : i | i
- O=C(CCNC(=O)c1ccc([N+](=O)[O-])cc1)Oc1ccc(F)c(F)c1
 : i | i
- COc1ccc(NC(=O)C2CC(=O)N(Cc3ccco3)C2)cc1Cl (configuration not stated)
 : i | i
- Cc1ccc(C)c(-n2nnnc2SCC(=O)NCC2CCCO2)c1 (configuration not stated)
 : i | i
- COC(=O)C/C=C/N(Cc1ccccc1OC)S(=O)(=O)CCl
 : i | i

# Next entries follow.
# Order of results: KCNK3 inh | TMEM16A act
- COc1ccc(N2CCCn3c2nc2c3c(=O)n(Cc3ccc(F)cc3)c(=O)n2C)c(OC)c1
 : i | i
- Cc1ccc(C2(c3ccccc3)NC(=O)N(CC(=O)NCc3ccco3)C2=O)cc1C (configuration not stated)
 : i | i
- COc1ccc(OCCCC(=O)OCC(=O)Nc2ncc(Cl)cc2Cl)cc1
 : i | i
- CC1(C)NC(=O)N(CC(=O)OCC(=O)c2ccc(Br)s2)C1=O
 : i | i
- Cc1ccc(NC(=O)COC(=O)c2cccc(OC(F)F)c2)cc1S(=O)(=O)N1CCCCC1
 : i | i
- C#CCOCCOCCOCCNc1nc(N2CCN(C(=O)[C@H](CC(N)=O)n3cc(C(N)[C@H](C)CC)nn3)CC2)nc(N2CCN(C(=O)[C@H](CC(N)=O)n3cc(C(N)[C@@H](C)CC)nn3)CC2)n1 (some centres not stated)
 : i | i
- O=C(NCC(=O)N1CCN(Cc2ccc3c(c2)OCO3)CC1)c1ccccc1F
 : i | i
- Cc1cc(C)c(C(=O)COC(=O)C2CCN(c3ccc(C(F)(F)F)cn3)CC2)c(C)c1
 : i | i
- CN(CC(=O)Nc1ccc(Cl)c(C(F)(F)F)c1)C(=O)c1cc(=O)c2ccccc2o1
 : i | i
- NC(=O)C1Cc2ccccc2CN1C(=O)c1cc(C2CC2)nn1-c1ccccc1 (configuration not stated)
 : i | i
- O=C(OCC(=O)c1ccc(Cl)cc1Cl)c1ccccn1
 : i | i
- COc1ccc(C(=O)OCc2cc(=O)n3c(C)csc3n2)cc1F
 : i | i
- CN(C(=O)COC(=O)c1cnc(Cl)c(Cl)c1)C1CCCCC1
 : i | i
- Cc1nc(Cc2nnc(SCC(=O)N3CCN(c4ccc(O)cc4)CC3)o2)cs1
 : i | i
- Cc1noc(C)c1NC(=O)Nc1cccc2c1O[C@H](CN(C)S(=O)(=O)c1cccs1)[C@@H](C)CN([C@H](C)CO)C2=O
 : i | i
- O=C(NN(C(=O)c1ccccc1)c1cccs1)c1ccccc1
 : i | i
- CCCN(CC(=O)Nc1ccccc1C)C(=O)COc1c(C)cccc1C
 : i | i
- CCOC(=O)Nc1c(Cl)[nH]c(=O)n(C)c1=O
 : i | i
- Cc1cc(C)cc(CSc2ccc(S(=O)(=O)N3CCCC3)cn2)c1
 : i | i
- COc1ccc(C(=O)NCC(c2ccco2)N(C)C)cc1S(=O)(=O)NCc1ccc(Cl)cc1 (configuration not stated)
 : i | i

# Next section.
# Order of results: KCNK3 inh | TMEM16A act
- CC1CC(C)CN(C(=O)COC(=O)CCC(=O)c2cccs2)C1 (configuration not stated)
 : i | i
- O=C1N[C@H](Cc2ccccc2)COC(=O)[C@@H](Cc2ccc(F)cc2)CC/C=C/C[C@H]1CC(=O)N(CCO)Cc1ccccc1
 : i | i
- CC1(c2cccc(Br)c2)NC(=O)N(CC(=O)NC2CCCCC2)C1=O (configuration not stated)
 : i | i
- COc1ccccc1-c1noc(Cn2cc(S(=O)(=O)N3CCCC3)ccc2=O)n1
 : i | i
- c1ccc(COC2COC3C(OCc4ccccc4)COC23)cc1 (configuration not stated)
 : i | i
- CCCN(CC(=O)Nc1ccccc1OC)CC(=O)c1c(N)n(Cc2ccccc2)c(=O)n(C)c1=O
 : i | i
- Cc1cc(C(=O)CSc2nc(N)cc(=O)[nH]2)c(C)n1CC1CCCO1 (configuration not stated)
 : i | i
- CCCCN(C(=O)c1ccc(NC2CC2)c([N+](=O)[O-])c1)c1c(N)n(CC(C)C)c(=O)[nH]c1=O
 : i | i
- COc1cccc(/C=C2/CCC(CN(C)C)C2=O)c1 (configuration not stated)
 : i | i
- O=C(COc1cccnc1[N+](=O)[O-])Nc1cccc2ccccc12
 : i | i
- COc1cc(OC)cc(C(=O)NNC(=O)C2CSC3(C)CCC(=O)N23)c1 (configuration not stated)
 : i | i
- Cc1ccc(CN(C)C(=O)CN2C(=O)NC3(CCCc4ccccc43)C2=O)c(C)c1 (configuration not stated)
 : i | i
- Cc1ccc(NC(=O)C(C)Sc2nc3nc(C)cc(C)n3n2)cc1 (configuration not stated)
 : i | i
- Cc1cc(=O)[nH]c(N2CCCCC2)n1
 : i | i
- N/C(=N\OCC(=O)Nc1ccc(F)c(Cl)c1)c1ccccc1
 : i | i
- Cc1cc(C)nc(NNS(=O)(=O)c2c(C)cc(C(C)(C)C)cc2C)n1
 : i | i
- COc1ccc(/C=N/NC(=O)c2cccc(S(=O)(=O)N3CCCC3)c2)cc1O
 : i | i
- CCCN(CC(=O)Nc1ccccc1C)C(=O)c1ccc(OCC(=O)N2CCOCC2)c(OCC)c1
 : i | i
- CC(=O)c1cccc(-c2csc(N3CCC(C(N)=O)CC3)n2)c1
 : i | i
- O=C1C(=O)N(c2ccccc2)C(c2ccccc2)C1c1ccccc1 (configuration not stated)
 : i | i

# Later entries.
# Order of results: KCNK3 inh | TMEM16A act
- Cc1cccc(C)c1NC(=O)CN(C)CC(=O)N1CC(=O)Nc2ccccc21
 : i | i
- COc1ccccc1CCC(=O)OCC(=O)N1c2ccccc2NC(=O)C1(C)C
 : i | i
- c1ccc(-c2cc3ncccc3cn2)cc1
 : i | i
- Cc1c(-c2ccccc2)c(-c2ccc(OCCN(C)C)cc2)n2ccccc12
 : i | i
- COc1ccc(NC(=O)CSc2n[nH]c(-c3ccncc3)n2)cc1Cl
 : i | i
- O=C(Nc1cccc(S(=O)(=O)Nc2ccccc2F)c1)c1ccco1
 : i | i
- Nc1nc(SCC(=O)N2CCCc3ccccc32)n[nH]1
 : i | i
- CN(C(=O)CCl)C1CCCc2ccccc21 (configuration not stated)
 : i | i
- Cc1cccc(OCC(=O)NCC(c2ccco2)N2CCCC2)c1 (configuration not stated)
 : i | i
- CN(C)C(CNC(=O)c1cccs1)c1ccco1 (configuration not stated)
 : i | i
- Cn1c(N)c(C(=O)CSc2n[nH]c(N)n2)c(=O)n(C)c1=O
 : i | i
- C[C@@]12C(=O)N(CC3CCCO3)CC(=O)N1[C@H]1c3cc(Cl)ccc3OC[C@@H]1[C@@H]2c1ccccc1 (some centres not stated)
 : i | i
